RBX1-CUL1 inh: inhibitors of human ROC1-CUL1 ubiquitin ligase activity. P62877+Q13616. in vitro K48 di-Ub FRET, acceptor:donor ratio, 45 min. inhibition, % at 10 µM. 140,000 tested, 0.6% active; in the data active means inhibition above about 25%
Target sequence (P62877 whole entry, looked up): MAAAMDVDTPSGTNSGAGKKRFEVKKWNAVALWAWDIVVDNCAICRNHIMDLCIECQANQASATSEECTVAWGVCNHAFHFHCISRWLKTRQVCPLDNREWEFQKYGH
Target sequence (Q13616 whole entry, looked up): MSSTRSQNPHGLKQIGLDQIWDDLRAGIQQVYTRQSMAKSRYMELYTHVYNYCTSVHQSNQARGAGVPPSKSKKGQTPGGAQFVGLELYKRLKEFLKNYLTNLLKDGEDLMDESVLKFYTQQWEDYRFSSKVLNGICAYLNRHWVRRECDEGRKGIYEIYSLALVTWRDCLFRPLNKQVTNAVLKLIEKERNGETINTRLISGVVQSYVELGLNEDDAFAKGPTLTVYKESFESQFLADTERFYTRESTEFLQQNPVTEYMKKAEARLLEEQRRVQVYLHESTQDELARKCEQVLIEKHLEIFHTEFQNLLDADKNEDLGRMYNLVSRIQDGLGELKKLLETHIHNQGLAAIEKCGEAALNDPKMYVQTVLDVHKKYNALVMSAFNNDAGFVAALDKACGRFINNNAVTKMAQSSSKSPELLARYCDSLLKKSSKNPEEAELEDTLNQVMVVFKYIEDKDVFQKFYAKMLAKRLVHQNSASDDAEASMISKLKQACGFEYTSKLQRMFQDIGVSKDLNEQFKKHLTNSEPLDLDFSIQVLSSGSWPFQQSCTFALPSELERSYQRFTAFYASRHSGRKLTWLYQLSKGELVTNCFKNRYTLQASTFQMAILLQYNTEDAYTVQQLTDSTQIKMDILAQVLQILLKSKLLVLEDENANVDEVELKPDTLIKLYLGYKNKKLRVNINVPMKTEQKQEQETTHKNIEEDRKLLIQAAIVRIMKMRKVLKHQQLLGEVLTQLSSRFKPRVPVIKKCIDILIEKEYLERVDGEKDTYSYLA
* = called active by the depositor. An excerpt (hit frequency here may not be typical).

Start of the data: the first six records, ahead of the listing:
SMILES	RBX1-CUL1 inh
CCOC(=O)c1cc(S(=O)(=O)N2CCN(c3ccccc3)CC2)[nH]n1	2
Cc1cccc(NC(c2ccccc2F)c2ccc3cccnc3c2O)n1 (stereo not given)	0
O=C(c1cccc(F)c1)n1cc(Br)cn1	3
CN(C)CCN1C(=O)CC(CC(=O)N2CCC(N3CCOCC3)CC2)(c2ccccc2Cl)C1=O (stereo not given)	4
CN1CCN(C(=O)Nc2ccc(Cc3ccc(NC(=O)N4CCN(C)CC4)cc3)cc2)CC1	7
C#CCOc1c(Br)cc(C=Nn2nnnc2N)cc1OC	-4

All compounds of this part, repeating the preview:
SMILES	RBX1-CUL1 inh
CCOC(=O)c1cc(S(=O)(=O)N2CCN(c3ccccc3)CC2)[nH]n1	2
Cc1cccc(NC(c2ccccc2F)c2ccc3cccnc3c2O)n1 (stereo not given)	0
O=C(c1cccc(F)c1)n1cc(Br)cn1	3
CN(C)CCN1C(=O)CC(CC(=O)N2CCC(N3CCOCC3)CC2)(c2ccccc2Cl)C1=O (stereo not given)	4
CN1CCN(C(=O)Nc2ccc(Cc3ccc(NC(=O)N4CCN(C)CC4)cc3)cc2)CC1	7
C#CCOc1c(Br)cc(C=Nn2nnnc2N)cc1OC	-4
COC(=O)CC1Oc2ccccc2-n2cc(-c3ccc(F)cc3)nc21 (stereo not given)	-5
CC(C)CCn1c(SCCCn2c(Br)nc3c2c(=O)[nH]c(=O)n3C)nc2c1c(=O)[nH]c(=O)n2C	-1
O=C(NCCC1=CCCCC1)c1ccc2c(c1)N(Cc1ccc(Cl)cc1)C(=O)c1ccccc1S2=O (stereo not given)	3
CCOC(=O)C1C(CN2CCN(c3cc(C)ccc3C)CC2)=NC(=O)NC1c1ccc(Cl)cc1 (stereo not given)	-9
Cc1cc(Br)ccc1NC(=O)CSc1nnc(COc2ccccc2)n1C	0
CN(C)CCNC1CCS(=O)(=O)C1 (stereo not given)	1
CCOc1ccc2c(c1)c(=O)c(C(=O)c1ccccc1)cn2Cc1ccccc1	-5
CCOc1cc(C2c3c(n[nH]c3-c3ccccc3)OC(=N)C2C#N)cc([N+](=O)[O-])c1O (stereo not given)	2
CCN(C(=O)CN1CCCCC1)C1(C)C(=O)c2ccccc2C1=O	-3
O=C(N/N=C/c1cc2c(cc1Cl)OCO2)c1cccs1	3
Cc1ccc(Cl)cc1N1CCN(C(=O)c2c(C)oc3ncnc(N4CCOCC4)c23)CC1	2
O=C(c1cnn2c(C(F)(F)F)cc(-c3ccco3)nc12)N1CCSCC1	7
COC(=O)Cc1ccc(NC(=S)N2CCCC(C)C2)cc1 (stereo not given)	-6
CCOCCOC(=O)C1C(C)=NC(=O)NC1c1cc(OC)c(OC)c(OC)c1 (stereo not given)	3

7 entries from above, bar-delimited:
molecule | RBX1-CUL1 inh
CCOc1cc(C2c3c(n[nH]c3-c3ccccc3)OC(=N)C2C#N)cc([N+](=O)[O-])c1O (stereo not given) | 2
CCN(C(=O)CN1CCCCC1)C1(C)C(=O)c2ccccc2C1=O | -3
O=C(N/N=C/c1cc2c(cc1Cl)OCO2)c1cccs1 | 3
Cc1ccc(Cl)cc1N1CCN(C(=O)c2c(C)oc3ncnc(N4CCOCC4)c23)CC1 | 2
O=C(c1cnn2c(C(F)(F)F)cc(-c3ccco3)nc12)N1CCSCC1 | 7
COC(=O)Cc1ccc(NC(=S)N2CCCC(C)C2)cc1 (stereo not given) | -6
CCOCCOC(=O)C1C(C)=NC(=O)NC1c1cc(OC)c(OC)c(OC)c1 (stereo not given) | 3

(further entries)
SMILES	RBX1-CUL1 inh
Cc1ccc(C(=O)NCCC(C)C)cc1NS(C)(=O)=O	5
C=CCOc1c(Cl)cc(Cl)c2cccnc12	-4
Cn1cc(CN2CCN(c3cnn(C)c(=O)c3)CC2)c(-c2ccccc2)n1	-7
O=C1c2ccccc2NC(c2ccc3c(c2)OCO3)N1c1ccc(Cl)cc1 (stereo not given)	-1
O=C(CC(c1ccccc1)c1cc(Cl)ccc1O)N1CCCCC1 (stereo not given)	-8
CN(C)S(=O)(=O)c1ccc2c(c1)N(CC(=O)Nc1ccc(F)cc1)C(=O)CS2	-14
CC1=C(c2ccccc2)N2CC(C)N=C2S1 (stereo not given)	9
O=C(CN1C(C(=O)c2ccccc2)C(=O)c2ccccc2S1(=O)=O)c1ccccc1 (stereo not given)	6
Cc1ccc(-n2nc3c(=O)n(C(C)C(=O)NCc4ccccc4C)nc(C)c3c2C)cc1 (stereo not given)	-9
COc1cc(/C=C2/SC(=O)NC2=O)cc(Br)c1OC(=O)C12CC3CC(CC(C3)C1)C2	-6
COc1ccc(-c2[nH]nc3c2C(c2ccco2)C(C#N)C(=N)O3)cc1 (stereo not given)	1
O=C1CCC(CCC(=O)N2CCN(Cc3cccc(F)c3)C(=O)C2)(Cc2ccc(Cl)cc2)N1 (stereo not given)	0
COCCn1c(C)cn2c3c(=O)n(Cc4ccccc4)c(=O)n(C)c3nc12	5
COc1cc(-c2cc(-c3ccccc3)c3c(ccc4ncccc43)n2)cc(OC)c1O	0
CCOc1ccc(C(=O)N2CCN(Cc3ccco3)CC2)cc1	-4
Cc1cc(C(=O)C2C(=O)C(=O)N(CCCN(C)C)C2c2ccc(Cl)cc2)ccc1OC(C)C (stereo not given)	-4
O=C(N1CCCCC1)C(O)(c1c[nH]c2ccccc12)C(F)(F)F (stereo not given)	8
O=c1[nH]nc(-c2ccc(Cl)cc2)c2cn(-c3ccccc3)nc12	-8
CCOC(=O)c1c(C)n(-c2ccccc2)c2cc(Br)c(O)c(NC(=O)OC)c12	4
CCOc1ccc(NC(=O)CCn2nc(C)c(S(=O)(=O)N3CCCCC3)c2C)cc1	-9
Cc1ccc(C)c(S(=O)(=O)n2nc(C)c(S(=O)(=O)N3CCCCCC3)c2C)c1	-1
Cc1ccc(C)c(NC(=O)c2ccc3nc(CCc4ccccc4)oc3c2)c1	4
COc1ccc(CNC(=O)C2CCCN(S(=O)(=O)c3cccc4nsnc34)C2)cc1 (stereo not given)	-1
CCN(CC)c1ccc(C2C(C(N)=O)C(C)=Nc3nc(SCc4ccccc4Cl)nn32)cc1 (stereo not given)	-7
C=CCOc1ccc(C(=O)N2CC(=O)Nc3ccccc32)cc1	0
Cc1ccccc1NC(=O)c1sc2ncccc2c1N	-7
CC(C)(C)C(=O)COC(=O)c1ccc(N2C(=O)C3CCCCC3C2=O)cc1 (stereo not given)	4
Cc1ncc2c(c1CNC(=O)c1ccc3c(c1)OCO3)CCN(C(=O)CSc1ccccc1)C2	-10
COc1ccc(CCNC(=O)CN(c2ccccc2)S(=O)(=O)N(C)C)cc1OC	2
COc1ccc(OC)c(NC(=O)CN2C(=O)CC(C)Sc3ccccc32)c1 (stereo not given)	1
Cc1ccc(C(=O)N2CCN(Cc3ccc(F)cc3Cl)CC2)cc1	6
CC(C)CCNC(=O)CSc1c(-c2ccccc2)c2cc(Cl)ccc2[nH]c1=O	0
COC(=O)c1c(NC(=O)Cc2coc3cc(C)cc(C)c23)sc2c1CCC2	1
Cc1ccc(N=c2sc3ccccc3n2C)cc1	0
NS(=O)(=O)c1ccc(CCNc2nc3c(-c4cccc(F)c4)nnn3c3ccc(Cl)cc23)cc1	-5
COc1ccc2c(c1)OC(C)CN(Cc1ccccc1O)C2 (stereo not given)	-5
O=C(NCCc1ccc(Cl)cc1)c1cccn1-c1nnc(N2CCCCC2)s1	1
CCOC(=O)C1=NN(c2cccc(Cl)c2)C2=NC(C)=C(C(=O)OC)C(c3cccc(OC)c3)N12 (stereo not given)	4
Cc1ccc(S(=O)(=O)N=C2C=C(C3C(=O)CC(C)(C)CC3=O)C(=O)c3ccccc32)cc1	-2
Cc1nnc(N2CCCC(C(=O)NCc3ccccc3F)C2)c2nn(-c3ccc(Cl)cc3)c(C)c12 (stereo not given)	-3
O=C(c1ccc2c(c1)N(Cc1ccccc1F)C(=O)c1ccccc1S2=O)N1CCCCC1 (stereo not given)	-3
S=C1NCCOCCOCCOCCOCCNC(=S)NCCOCCOCCOCCOCCN1	-8
COCCCNC(=O)CCC(=O)N1Cc2cccc(OC)c2Oc2ncccc21	4
COc1cc(CC2=NC(=O)N(Cc3ccccc3)C2=O)cc(Cl)c1OCc1cccc(C(=O)O)c1	0
C=CCOc1ccc(CNn2cnnc2SCc2ccccc2Cl)cc1	-1
O=C(Nc1ccc(F)c(Cl)c1)N1CCC(CN2CCc3ccccc3C2)CC1	-2
O=C(c1cc2ccccc2[nH]1)N1CCOCC1	-1
COc1ccc(C2C3=C(CC(C)(C)CC3=O)N(Nc3ccccc3)C(=N)C2C#N)cc1C (stereo not given)	12
C=CCn1nnc(NC(=O)c2ccc(-c3ccc(Br)cc3)o2)n1	12
COC(=O)CCSc1cc(SCCC(=O)OC)c(SCCC(=O)OC)cc1SCCC(=O)OC	4
Cc1ccc(C)c(Cn2c(=O)n(CCCCC(=O)NCc3ccc4c(c3)OCO4)c(=O)c3ccccc32)c1	0
COc1ccc(CC(=O)Nc2nc3c(s2)CCCC3)cc1	2
COc1ccccc1NC(=O)c1c(C)nc(Nc2nc3ccccc3o2)nc1C	8
CCC(C)NC(=O)c1cn(CC)c2ccc(S(=O)(=O)N3CCCCC3)cc2c1=O (stereo not given)	2
Cc1c(Cl)cccc1NC(=O)Nc1ccc(F)cc1	9
COc1cccc(CNC(C)C)c1OCc1ccccc1	-10
Cc1cc(C)c(C)c(S(=O)(=O)N2CCOCC2)c1C	0
Cc1ccc(-n2nc(C(=O)N3CCN(c4ccccc4)CC3)c(=O)n(C)c2=O)cc1	-10
Fc1ccc(Cc2noc(-c3ccc(N4CCCOCC4)nc3)n2)cc1	-9
CCN(CC)C(=S)SC1C(=O)NC(=N)NC1=O (stereo not given)	4

Brought forward from above: 2 compounds, then new ones.
SMILES	RBX1-CUL1 inh
Fc1ccc(Cc2noc(-c3ccc(N4CCCOCC4)nc3)n2)cc1	-9
CCN(CC)C(=S)SC1C(=O)NC(=N)NC1=O (stereo not given)	4
CN(c1ncccc1CNC(=O)c1ccc[n+]([O-])c1)C1CCCCC1	-6
CC1=NC2=C(C(=O)CCC2)C(c2cccs2)C1C#N (stereo not given)	5
CCOC(=O)c1cnc2c(C)cc(C)cc2c1Nc1cccc(C(=O)O)c1	11
CC(=O)Oc1c(Br)cc2c(C)c(-c3ccccc3)c(=O)oc2c1Br	8
CCn1c2ccccc2c2cc(C3c4c(n[nH]c4C)OC(=N)C3C#N)ccc21 (stereo not given)	9
CC(=O)c1cccc(CN2CCCC(CCC(=O)N(C)C3CCN(C)CC3)C2)c1 (stereo not given)	2
O=C(Cn1cncn1)N1CCC(C2CCN(Cc3cccc(F)c3F)CC2)C1 (stereo not given)	2
Fc1ccc(CN2CCc3nc(Nc4ccccc4)ncc3C2)cc1F	7
CCCCn1c2ccc(F)cc2c2nnc(SCCN(CC)CC)nc21	3
O=C1c2ccccc2C(=O)c2c(NC(=O)C(F)(F)C3(F)OC(F)(F)C(F)(F)C3(F)F)cccc21 (stereo not given)	1
CC(=O)c1ccc(NC(=O)Cn2cnc3nc4c(cc3c2=O)CC(C)CC4)cc1 (stereo not given)	3
CCOc1cc(/C=C2/C(=N)N3N=C(c4ccc(C)cc4)SC3=NC2=O)ccc1OS(=O)(=O)c1ccc(C)cc1	2
Cn1c(SCC(=O)Nc2cccc(C(F)(F)F)c2)nnc1-c1cccs1	0
Cc1cccc(N2CCN(C3(c4ccccc4)C(=O)c4ccccc4C3=O)CC2C)c1 (stereo not given)	-3
CCN1C(=O)N=C(Cc2ccc(OC(C)C)c(OC)c2)C1=O	-5
COc1cc(CC(O)C2=C(C)CCCC2(C)C)c(OC)c(C(C)C)c1OC (stereo not given)	2
CCOC(=O)COn1c(=O)c(=O)n(OCc2ccccc2)c2ccccc21	-2
COc1ccccc1-c1nc(SCC(=O)NCc2ccc(C)cc2)c2c(=O)n(C)c(=O)n(C)c2n1	-5
CC(C)Cn1c(CN2CCN(c3ncccn3)CC2)cnc1S(=O)(=O)CC1CCCO1 (stereo not given)	7
COc1cc(OC)c(NC(=O)CSc2nccn2C)cc1Cl	3
O=C1C=C(c2ccccc2)N=C(CCc2ccccc2)C1	-7
CCCCOc1ccccc1C(=O)N(Cc1cccc(F)c1)C1CCS(=O)(=O)C1 (stereo not given)	-6
CCCCC(=O)Nc1ccc(N2CCCCC2)cc1	-2
O=C(Cc1csc2nc(-c3ccccc3)cn12)NCc1ccc(F)cc1	-1
CC(C)C(=O)NC(=S)Nc1sc2c(c1C(N)=O)CCCC2	1
Cc1cccc(NC(=O)C(C)c2cccc(C(=O)c3ccccc3)c2)c1 (stereo not given)	0
COc1ccc(C2C(C(=O)Nc3ccccc3C)C(C)=Nc3nc(CCCO)nn32)cc1OC (stereo not given)	-1
COc1ccc(N(CC(=O)Nc2ccc(OCc3ccccc3)cc2)S(C)(=O)=O)cc1Cl	-1
CCC1CCc2c(sc(NC(=O)c3cc(C)on3)c2C(N)=O)C1 (stereo not given)	9
CCCCN1N=C(C)C(C)n2c1nc1c2c(=O)n(C)c(=O)n1C (stereo not given)	2
Cc1ccccc1C1=NC(C(F)(F)F)(C(F)(F)F)N=C2C=CC=CN21	2
CCN(c1ccccc1)c1nnc(NC(=O)Nc2cccc(C(F)(F)F)c2)s1	6
O=C(NCc1ccccc1)N1C[C@H]2OC(=O)N(CCc3ccc(F)cc3)[C@H]2C1	-1
CC(C)(C)c1cc([N+](=O)[O-])ccc1[N+](=O)[O-]	-3
CC(=O)NCC1(c2ccccc2)CCOCC1	5

Four entries already listed, arranged by count of non-hydrogen atoms, descending.
SMILES	RBX1-CUL1 inh
COc1ccc(N(CC(=O)Nc2ccc(OCc3ccccc3)cc2)S(C)(=O)=O)cc1Cl	-1
CCCCOc1ccccc1C(=O)N(Cc1cccc(F)c1)C1CCS(=O)(=O)C1 (stereo not given)	-6
O=C(NCc1ccccc1)N1C[C@H]2OC(=O)N(CCc3ccc(F)cc3)[C@H]2C1	-1
CCCCN1N=C(C)C(C)n2c1nc1c2c(=O)n(C)c(=O)n1C (stereo not given)	2
